Bioassay records (PubChem BioAssay)
GalR3 antagonist: human GalR3 antagonism | HEK293 GalR3-CNG cAMP membrane potential fluorescence; galR3 body fused to GalR1 C-terminus | inhibition, % at 3 µM | 360,000 tested, 0.44% active | AID 651719;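 active means inhibition above the screen-wide average plus 3 SD, cut at about 13% in these data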;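 further: forskolin and galanin both at EC90 stimulate the cells; cAMP rise reported by CNG channel membrane potential dye signal; 0% = forskolin plus galanin with DMSO and 100% = forskolin alone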
Target sequence (O60755 1-299 limits assumed): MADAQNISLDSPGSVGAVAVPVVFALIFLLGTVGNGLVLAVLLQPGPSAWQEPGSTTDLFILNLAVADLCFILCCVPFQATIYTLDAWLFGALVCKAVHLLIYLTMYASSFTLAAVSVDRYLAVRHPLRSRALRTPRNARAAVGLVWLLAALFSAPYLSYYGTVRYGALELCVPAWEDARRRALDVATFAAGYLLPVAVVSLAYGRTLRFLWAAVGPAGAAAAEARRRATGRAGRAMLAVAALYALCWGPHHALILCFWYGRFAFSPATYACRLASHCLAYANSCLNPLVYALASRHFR
VIM-2 inhibitor: blocks Pseudomonas aeruginosa VIM-2 metallo-beta-lactamase; purified VIM-2, nitrocefin hydrolysis, epi-absorbance fluorescence; inhibition, % at 5.6 µM; 290,000 tested, 0.89% active; AID 1527;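 active means inhibition above the mean of all tested compounds plus 3 SD, cutoff set per screening run, cut at about 7.5% in these data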;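 further: red hydrolysis product quenches plate fluorescence so inhibitors raise well fluorescence; 0% = enzyme with DMSO and 100% = DMSO without enzyme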
HCV NS3 hel inh: HCV NS3 helicase inhibition; NS3 helicase DNA unwinding, Cy5 molecular beacon fluorescence; inhibition, % at 10.9 µM; 290,000 tested, 0.56% active;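 active means inhibition above the mean of all tested compounds plus 3 SD, set per campaign, cut at about 35% in these data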;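 further: 0% = DMSO wells and 100% = thioflavine S control wells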
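Compound dosing – single dose, 10.9 µM nominal final, DMSO 0.8% final · System – NS3 helicase fragment of HCV · Buffer or medium – MOPS pH 6.5, MgCl2, DTT, Tween20, BSA · Signal – Cy5 beacon fluorescence read at start and 1 h · Also added – annealed dual-labelled DNA beacon duplex, ATP-started · Schedule – 1 h at 25 °C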
IDE cell activ: boosts human insulin-degrading enzyme activity in HEK cells; P14735; AID 493087; 340,000 tested, 0.073% active; activation, % at 5.96 µM; FAbeta-B cleavage, fluorescence polarization; 0% vehicle, 100% cell-free pure enzyme wells;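 active means activation above the mean of all tested compounds plus 3 SD, set per screening campaign, cut at about 17% in these data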
IMP-1 inhibitor: inhibitors of Pseudomonas aeruginosa IMP-1 metallo-beta-lactamase; purified IMP-1, nitrocefin hydrolysis, epi-absorbance fluorescence; inhibition, % at 5.6 µM; 290,000 tested, 0.45% active;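 active means inhibition above the mean plus 3 SD of all compounds in the same screening run, cut at about 4.5% in these data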;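 further: 0% = IMP-1 with DMSO and 100% = DMSO wells lacking enzyme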
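Assay system: purified IMP-1; Quantity: IMP-1 0.2 nM before substrate addition; Medium: HEPES buffer pH 7.1 with ZnSO4 and Brij 35; Incubation: 15 min enzyme–compound preincubation, then 25 min nitrocefin reaction, 25 °C; Signal: fluorescence quenching readout, ex 480/em 530 nm; Controls: DMSO with and without IMP-1; Repeats: singlicate testing.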
IDE cell inh: inhibits human insulin-degrading enzyme in HEK cells. 320,000 tested, 0.41% active. FAbetaB cleavage, fluorescence polarization. inhibition, % at 5.59 µM. P14735;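 active means percent inhibition above the average of all tested compounds plus 3 SD, set per screening campaign, cut at about 16% in these data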;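 further: IDE supplied by intact live HEK cells; FP after avidin binding of uncleaved biotin substrate so inhibition keeps polarization high; 0% = DMSO wells and 100% = 60 µM reference IDE inhibitor Ii1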
p-CIP stab down: compounds decreasing mouse p/CIP protein stability. Q05BA5. F442A p/CIP-EGFP cells, EGFP fluorescence, 16 h. decrease of EGFP signal, % at 10 µM. 290,000 tested, 0.01% active;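 active means EGFP signal decrease of at least 30% at 10 µM or well 3 SD below plate mean, unless failing retest; inactive means the rest, including hits failing retest or dose response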; further: some compounds called inactive have numbers as strong as hits; many of its hits are not listed in these tables
UBC9 SUMO inh: inhibitors of human SUMOylation (UBC9); AID 2006; inhibition, % at 35 µM; 290,000 tested, 0.36% active; HTRF SUMOylation assay, SAE1/SAE2 + UBC9, in vitro; P63279; in the data active means inhibition above about 50%, passing the limit was not always enough; further: strong numbers were not always called active
Target sequence (P63279 whole entry, looked up): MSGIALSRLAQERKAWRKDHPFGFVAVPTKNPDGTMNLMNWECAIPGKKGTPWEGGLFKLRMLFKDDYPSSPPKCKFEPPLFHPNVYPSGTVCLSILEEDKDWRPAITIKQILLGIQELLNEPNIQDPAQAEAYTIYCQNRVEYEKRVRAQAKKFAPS
CRFR2-BP antag: blocks CRF-induced signaling of the CRF-BP/CRF-R2 complex. inhibition, % at 11.8 µM. HEK293 CRF-R2/CRF-BP, CRF-induced calcium fluorescence. 350,000 tested, 0.59% active. AID 588475;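 active means inhibition of the ligand-induced calcium signal above about 50% at the single tested concentration, limit read from the data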
Starred values were filed as active, the others as inactive; x = no result given.

SMILES	GalR3 antagonist	VIM-2 inhibitor	HCV NS3 hel inh	IDE cell activ	IMP-1 inhibitor	IDE cell inh	p-CIP stab down	UBC9 SUMO inh	CRFR2-BP antag
O=C(COC(=O)/C=C/c1ccccc1)NC(=O)NC1CCCCC1	-5	x	x	2	x	4	x	x	-16
CN(C)C(CNC(=O)c1cc(Br)ccc1Cl)c1ccco1 (stereo not given)	-8	-2.3	6	6	-0.9	-3	-18	-16	-2
CCn1c(=NC(=O)c2ccc(S(=O)(=O)N3CCOCC3)cc2)sc2cccc(OC)c21	-1	-0.8	-4	-1	-2.6	-5	-6	-1	-5
O=C1N=C(c2ccccc2)S/C1=C\c1cccs1	-3	-3.9	14	-3	-5.9	1	2	11	0
Cc1sc(NC(=O)c2cccc(N3C(=O)CCC3=O)c2)nc1-c1ccccc1	-2	x	x	-2	x	3	x	x	-4
Cc1cc(NC(=O)CSc2nncn2-c2ccccc2)no1	-4	1.4	9	5	0.6	-4	4	13	-3
CCOc1ccccc1OCC(=O)Nc1cc(C)on1	-6	x	x	1	x	-1	x	x	0
N#Cc1cccc(-n2nnnc2-c2ccc3c(c2)OCO3)c1	-3	-2.6	-2	3	-3.1	5	-7	-3	13
CC(=O)N1CCN(C(=O)c2ccc(NS(=O)(=O)c3cc(C)ccc3C)cc2)CC1	-3	x	x	3	x	1	x	x	-7
Cc1cccc(-c2nsc(SCC(=O)c3ccc(Cl)cc3)n2)c1	-2	-1.8	14	4	-4.0	6	8	4	-28
Brc1ccc2[nH]ncc2c1	-1	-2.4	2	-1	1.5	-3	-14	-20	-11
NC(=O)CSc1nc2ccccc2n1Cc1ccccc1	-7	-1.1	4	3	-2.0	2	2	-6	-13
CCOc1ccc(C(CCc2ccccc2)NC(=O)c2ccccc2OC)cc1OCC (stereo not given)	x	-5.4	-7	11	-6.4	-2	-5	-6	76*
Cc1ccc(O)c(C2=Nc3ccccc3N=C(c3ccc([N+](=O)[O-])cc3)C2)c1	2	-2.9	-5	3	-1.3	2	4	-6	-35
O=Cc1cn(CCOc2ccccc2F)c2ccccc12	-7	1.3	-3	-4	-1.9	x	-1	10	1
CC(Oc1ccccc1)C(=O)N=Nc1c(O)[nH]c2ccc([N+](=O)[O-])cc12 (stereo not given)	-4	-1.6	-3	1	-2.8	7	-1	11	30
O=C1c2ccccc2C(=O)N1CCc1ccccc1	3	x	x	3	x	-7	x	x	-7
C/C(CCc1ccc2c(c1)OCO2)=N\N=C(/N)SC1CC(=O)N(c2ccc(Cl)cc2)C1=O (stereo not given)	-9	-3.6	4	-1	-3.9	6	-16	7	-17
CCc1ccc(CN(C)CCc2ccccn2)cc1	-5	-2.3	4	6	-3.3	5	2	5	-32
c1coc(CSSCc2ccco2)c1	-3	x	x	-5	x	-5	x	x	-6
COc1ccc(C(=O)NCCc2cn3ccccc3n2)cc1	-3	-2.2	-1	8	-2.4	-1	-6	20	7
O=C(CNC(=O)c1ccc(Br)cc1)N/N=C/c1ccc[nH]1	-5	-5.2	-13	-4	-2.0	1	-2	-27	18
COc1ccc(C(CNC(=O)c2ccccc2C)N2CCCC2)cc1 (stereo not given)	1	-4.6	-4	4	-2.9	9	-4	7	-2
Oc1c(Br)cc(/C=N/NC(=S)NCC2CCCO2)cc1Br (stereo not given)	-3	-3.9	4	2	-3.7	0	-7	14	1
O=C(Nc1cnccn1)c1ccc(Cl)cc1	-4	-3.5	-3	6	-0.6	2	7	-2	-10
More entries follow.
SMILES	GalR3 antagonist	VIM-2 inhibitor	HCV NS3 hel inh	IDE cell activ	IMP-1 inhibitor	IDE cell inh	p-CIP stab down	UBC9 SUMO inh	CRFR2-BP antag
N#CCCn1cc(C(=O)O)c(-c2cccs2)n1	-2	-3.5	0	7	-4.4	3	0	2	-3
COc1ccc(-c2c[n+]3c(n2-c2ccccc2)SCC3)cc1	0	-3.1	4	3	-3.6	3	-18	10	3
CCC(CC)c1nc2cc(OC)c(OC)cc2c(=O)o1	0	-2.5	3	7	-1.8	3	-3	18	11
CC(NC(=O)Cn1nnc(-c2ccncc2)n1)c1ccccc1 (stereo not given)	x	-3.1	-3	x	-0.4	x	-21	18	x
COc1ccc(/C(N)=N/OC(=O)c2ccco2)cc1OC	-5	-1.1	-4	6	-2.6	1	3	10	-13
CCCOc1ccc(N2C(=O)CC(NCc3ccncc3)C2=O)cc1 (stereo not given)	-1	-1.3	5	-1	-2.2	6	-4	10	8
CSc1ccccc1NC(=O)CN(C)C(=O)COc1cccc2cccnc12	-7	x	x	3	x	1	x	x	-5
CCCCNC(=O)C1CCC(CNc2nc(=S)[nH]c3ccccc23)CC1 (stereo not given)	4	-2.5	0	5	-3.3	-1	0	22	-9
CC(C)CCNC(=O)c1cn(CC(C)C)c(=O)c2c1c1ccccc1n2C	-8	-2.8	-7	5	-4.3	8	28	13	35
CCOC(=O)Cn1c(=O)oc2cc(S(=O)(=O)NCc3cccs3)ccc21	-2	1.3	-6	-2	-3.2	1	1	-5	-4
CCNc1nc(CN2CCOCC2)nc2sc3c(c12)CCC3	2	0.2	8	-2	-0.4	-3	-4	30	4
CC(=O)Nc1ccc(S(=O)(=O)NCc2nc(-c3cccc(C)c3)no2)cc1	-4	-5.4	4	2	-1.9	-2	4	x	4
CN(Cc1ccccc1)C(=O)COC(=O)COc1ccc(Cl)cc1	-5	x	x	3	x	-3	x	x	6
Cc1ccc(N=C(N)N=C(N)N)cc1	0	-1.2	1	1	-3.1	-1	11	-27	-10
CCOC(=O)c1c(-c2ccc(C)o2)csc1NC(=S)NC(=O)N(C)C	-6	-1.0	14	-6	-2.4	1	4	-7	-35
NC(=O)CCn1c(C(=O)c2cc(Cl)c(N)c(Cl)c2)c2ccccc2[n+]1[O-]	-2	7.8*	-7	6	-3.5	1	4	-3	-9
O=C(O)c1ccc(/C=N/NC(=O)c2cc(-c3cccs3)nc3ccccc23)cc1	-3	-2.3	13	-1	-3.5	1	-3	40	9
O=C(NCCN1CCOCC1)c1ccc(/C=C2\Sc3ccccc3N(Cc3ccc(F)cc3)C2=O)cc1	1	-2.3	-94	1	-2.1	-1	-2	-10	12
COC(=O)/C=C1\S/C(=N/NC(=O)c2ccccc2)NC1=O	1	-3.4	-1	3	-4.5	-4	-11	18	-13
COc1ccc(OC)c(S(=O)(=O)N/N=C\c2cn(CC(N)=O)c3ccccc23)c1	-3	-1.4	-4	8	0.2	0	-16	1	9
Cc1c(CNCCc2ccccc2Cl)c(C(=O)O)c(C)n1-c1ccccc1	-11	2.7	-16	-3	-1.2	4	-8	11	-5
O=C(NCCCn1ccnc1)c1ccc(S(=O)(=O)N2CCOCC2)cc1	-5	-3.2	9	4	-2.9	1	6	9	-13
CC(=O)CCc1ccc(OCCCOc2cccc3cccnc23)cc1	-4	-2.3	-7	3	-2.6	0	-12	8	3
Cc1sc2ncnc(NCC(O)c3ccccc3)c2c1C (stereo not given)	38*	4.6	6	-1	1.0	2	-17	1	8
Cn1ccnc1SCCNC(=O)CCc1nnc(CCCCc2ccccc2)o1	-6	-0.3	2	1	-1.3	2	-10	-14	8

6 entries already listed, ordered by their value in HCV NS3 hel inh, smallest number first.
SMILES	GalR3 antagonist	VIM-2 inhibitor	HCV NS3 hel inh	IDE cell activ	IMP-1 inhibitor	IDE cell inh	p-CIP stab down	UBC9 SUMO inh	CRFR2-BP antag
CC(C)CCNC(=O)c1cn(CC(C)C)c(=O)c2c1c1ccccc1n2C	-8	-2.8	-7	5	-4.3	8	28	13	35
CC(NC(=O)Cn1nnc(-c2ccncc2)n1)c1ccccc1 (stereo not given)	x	-3.1	-3	x	-0.4	x	-21	18	x
CCCCNC(=O)C1CCC(CNc2nc(=S)[nH]c3ccccc23)CC1 (stereo not given)	4	-2.5	0	5	-3.3	-1	0	22	-9
Cn1ccnc1SCCNC(=O)CCc1nnc(CCCCc2ccccc2)o1	-6	-0.3	2	1	-1.3	2	-10	-14	8
CC(=O)Nc1ccc(S(=O)(=O)NCc2nc(-c3cccc(C)c3)no2)cc1	-4	-5.4	4	2	-1.9	-2	4	x	4
O=C(O)c1ccc(/C=N/NC(=O)c2cc(-c3cccs3)nc3ccccc23)cc1	-3	-2.3	13	-1	-3.5	1	-3	40	9

Further entries.
SMILES	GalR3 antagonist	VIM-2 inhibitor	HCV NS3 hel inh	IDE cell activ	IMP-1 inhibitor	IDE cell inh	p-CIP stab down	UBC9 SUMO inh	CRFR2-BP antag
COc1ccc(-c2nc(CN3CCCCC3c3nccn3C)c(C)o2)c(C)c1C (stereo not given)	-3	-2.4	-20	0	-2.7	4	-4	-13	2
O=C(NCc1ccccn1)c1ccccc1OCc1ccc(F)cc1	-3	x	x	4	x	0	x	x	4
COc1cc(NC(=O)c2cc(S(=O)(=O)N3CCCCC3)c[nH]2)cc(OC)c1	-3	-1.5	2	4	-0.1	0	-5	27	-7
COc1ccc(NC(=S)N2CCC(NC(=O)c3cccc(C)c3)CC2)cc1	-6	-3.1	-18	0	-3.1	3	-13	-5	6
COC(=O)c1c(C)[nH]c(C(=O)OC(C)C(=O)N(C)C2CCCCC2)c1C (stereo not given)	-4	x	x	0	x	4	x	x	-1
COc1ccc(NC(=O)CSc2nccn2-c2ccccc2)cc1	-1	2.4	-7	3	0.6	-6	-8	13	7
COc1ccc(C2/C=C\CN(C(=O)Nc3ccc(C(F)(F)F)cc3)CC(=O)N2Cc2ccc(F)cc2)cc1 (stereo not given)	x	x	x	4	x	1	-17	-24	-11
Cc1cc(C)c(NC(=O)/C=C\C(=O)O)c(Cl)c1	3	-3.8	-14	6	-2.2	1	6	13	19
O=C1CC(/C=C/c2cccnc2)=Nc2ccccc2N1	-3	-0.8	-3	7	-0.9	6	-20	12	9
N#CCOC(=O)/C=C/c1ccc2c(c1)OCO2	-6	-1.9	9	-2	-2.6	-1	-10	25	-1
C=CCn1c(CNC(=O)c2ccco2)nnc1SCC(=O)N1c2ccccc2Sc2ccccc21	x	-2.8	4	-1	-1.7	-7	-6	-16	13
Cc1cccc2cc(CN(C(=O)c3cccc([N+](=O)[O-])c3)C(C)C)c(=O)[nH]c12	-2	-4.4	8	7	-4.5	-1	-14	0	-3
O=C(NCc1ccccc1)c1cccc(OCC(=O)N2CCN(C(=O)c3ccco3)CC2)c1	-4	-2.3	7	3	-1.9	0	-10	36	-7
